Source: PubChem (Broad Institute)
ERp5 block: inhibitors of ERp5-driven insulin aggregation, primary screen, biochemical, turbidity, absorbance 650 nm, single point. inhibition, % at 9.99 µM. Protein disulfide-isomerase A6 (Homo sapiens), Q15084. 350,000 compounds, 0.05% hits. AID 651711, 2012. 90 min;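 active = mean replicate inhibition above about 25%, with every replicate also reaching it, limit read from the data, passing the limit was not always enough; inconclusive = only one of those two criteria met; inactive = neither criterion met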
RAD52 inh: RAD52 DNA annealing inhibitors, primary screen, biochemical, FRET, single point, set 2; AID 651710, 2012; 360,000 compounds, 0.46% hits; recombinant RAD52 DNA annealing, FRET fluorescence; inhibition, % at 18.7 µM;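 active = every replicate showing at least 50% inhibition; inconclusive = mean inhibition at least 50% but not in every replicate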
esBAF inh: Bmi1 luciferase reporter increase in mESCs, primary screen, esBAF inhibitor project, mouse ES cells, Bmi1 luciferase knock-in, single point; 24 h; 100% = twice the neutral-well signal; reporter increase, % at 12.5 µM; 350,000 compounds, 2% hits; in the data active = activation above about 40%; inconclusive = no clear call, values can overlap the other calls;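 note: 0% = median of the plate's neutral control wells and 100% = double that signal; a rise in the Bmi1 reporter signal indicates esBAF inhibition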
RAD54 branch: inhibitors of human RAD54 branch migration, primary screen, biochemical, fluorescence, single point; DNA repair and recombination protein RAD54-like (Homo sapiens), Q92698; RAD54 Holliday junction branch migration, FAM/BHQ fluorescence; inhibition, % at 10.4 µM; 360,000 compounds, 0.14% hits;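 active = mean normalized replicate activity at least 40 and at least half of replicates scoring 40 or more; inconclusive = only one of the two criteria met; inactive = mean below 40 and under half of replicates reaching 40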;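 note: 0% = median of neutral control wells and 100% = median of positive control wells; inhibitors cause a drop in the FAM fluorescence signal; in these data hits start at about 50%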
S100A4 inh HTS: inhibitors of S100A4-myosin IIA peptide binding, primary screen, biochemical, fluorescence polarization, TAMRA-MyoIIA peptide; Protein S100-A4 (Homo sapiens), P26447; inhibition, % at 10.7 µM; 360,000 compounds, 0.14% hits;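 active = mean inhibition of at least 70% across replicates, with every replicate also reaching that level; inconclusive = mean inhibition reaches 70% but some replicates fall short; inactive = mean inhibition below 70%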
Target sequence (P26447 whole entry, looked up): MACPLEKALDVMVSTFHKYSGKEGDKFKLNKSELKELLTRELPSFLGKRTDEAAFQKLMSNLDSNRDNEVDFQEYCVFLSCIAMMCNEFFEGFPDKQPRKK
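Test system: S100A4 monomer protein. Medium: HEPES buffer with Ca2+, pH 7.2. Reagent: fluorescent myosin IIA peptide, 5 nM. Compound dosing: single-point compound testing. Timing: 5 min between mix addition and reading. Benchmarks: DMSO neutral and TFP positive wells.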
ERAP1 inh: human ERAP1 aminopeptidase inhibitors, primary screen, biochemical, single point, plate reader | Endoplasmic reticulum aminopeptidase 1 (Homo sapiens), Q9NZ08 | recombinant ERAP1, Leu-AMC fluorescence, 60 min | inhibition, % at 10.7 µM | 340,000 compounds, 0.15% hits;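 active = mean replicate inhibition of at least 30%, or all replicates individually reaching that 30% level; inactive = mean below 30% and not every replicate reaching it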;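 note: 0% = neutral control wells and 100% = L-leucinethiol positive control wells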
E-sel inducer: E-selectin induction in HUVECs, primary screen, imaging, HUVEC, immunofluorescence imaging, single point; normalized: neutral wells 0, TNF-alpha wells 100; 260,000 compounds, 0.37% hits; AID 686992, 2013; P16581; activation, % at 7.58 µM;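 active = mean E-selectin-positive cell signal at least 10% of the positive control, reached in at least 60% of replicates, without over 20% cell loss; inconclusive = no rule given, readout overlaps actives, possibly toxicity-flagged; inactive = the rest, including those meeting only one limit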;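 note: in these data hits start at about 27%; measured in HUVEC primary endothelial cells; signal is the percent of cells scored E-selectin positive by PE staining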
Target sequence (P16581 whole entry, looked up): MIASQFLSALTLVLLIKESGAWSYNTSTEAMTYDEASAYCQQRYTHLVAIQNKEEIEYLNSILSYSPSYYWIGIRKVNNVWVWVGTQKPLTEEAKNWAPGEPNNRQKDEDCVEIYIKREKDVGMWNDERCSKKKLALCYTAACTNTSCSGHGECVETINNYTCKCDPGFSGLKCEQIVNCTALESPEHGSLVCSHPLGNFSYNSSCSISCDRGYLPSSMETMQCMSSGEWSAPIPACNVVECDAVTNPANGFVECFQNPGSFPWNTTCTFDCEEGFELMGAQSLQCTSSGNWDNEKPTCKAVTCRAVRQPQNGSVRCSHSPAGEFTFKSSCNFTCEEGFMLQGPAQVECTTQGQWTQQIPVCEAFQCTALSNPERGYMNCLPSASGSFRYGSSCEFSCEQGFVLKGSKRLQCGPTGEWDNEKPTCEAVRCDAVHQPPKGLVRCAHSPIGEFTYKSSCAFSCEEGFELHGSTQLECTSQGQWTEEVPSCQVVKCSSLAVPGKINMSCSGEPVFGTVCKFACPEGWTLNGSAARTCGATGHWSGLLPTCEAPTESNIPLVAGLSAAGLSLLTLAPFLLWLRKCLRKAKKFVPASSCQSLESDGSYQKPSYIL
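Test system: HUVEC | Signal: Immunofluorescence imaging | Read-out: Percent E-selectin-positive cells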
Xi reactivation: activators of inactive X chromosome reactivation, primary screen, imaging, XiGFP fibroblasts, GFP high-content imaging, set 2 | XiGFP mouse fibroblasts, % GFP-positive cells imaging, 3 d; cells co-treated with 5-aza-dC sensitizer; scaled so ellipticine positive control = 100% | activation, % at 7.58 µM | 360,000 compounds, 0.055% hits | AID 743238, 2013;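 active = mean normalized replicate activation at least 10% and every replicate at or above 10%; inconclusive = only one of the two criteria met; inactive = mean below 10% and not all replicates reach 10%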;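 note: 0% = median of on-plate neutral control wells and 100% = ellipticine 6 µM median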
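Schedule: 3 d treatment, 15 min room-temperature fixation; system: 68-5-11 XiGFP fibroblast line; buffer or medium: DMEM plus 5-aza-dC sensitizer; control set: ellipticine 6 µM positive control; compound: one concentration, pinned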
The depositor's hits bear a star.

Fc1cccc(Cl)c1Cn1nnc2c(NCc3ccncc3)ncnc21 was read as ERp5 block 5.7, RAD52 inh -23.5, esBAF inh 5.3, RAD54 branch 5.7, S100A4 inh HTS -2.1, ERAP1 inh 2.6 and Xi reactivation 0.0.
`COCC(=O)Nc1ccc2c(c1)C(=O)N(C)[C@@H]1CC[C@H](CC(=O)NC3Cc4ccccc4C3)O[C@@H]1CO2` gave ERp5 block 12.9, RAD52 inh 5.3, esBAF inh -6.3, RAD54 branch -6.2, S100A4 inh HTS -9.0, ERAP1 inh 1.5, E-sel inducer -0.1 and Xi reactivation 0.1.
`COc1ccc(/C=C(/CC(=O)Nc2ccc(C)cc2)c2nc3ccccc3s2)cc1` gave ERp5 block 5.8, RAD52 inh -14.2, RAD54 branch -7.4, S100A4 inh HTS -1.6, ERAP1 inh -5.0, E-sel inducer -0.5 and Xi reactivation 0.1.
COc1ccc(CN(C)C[C@H]2Oc3ccc(NC(=O)C4CC4)cc3C(=O)N([C@@H](C)CO)C[C@H]2C)cc1 was read as ERp5 block 4.4, RAD52 inh -5.8, esBAF inh 2.7, RAD54 branch 2.0, S100A4 inh HTS 18.5, ERAP1 inh 0.0, E-sel inducer 0.1 and Xi reactivation -0.1.
COc1ccc(NC(=O)CCN2C(=O)c3ccncc3C2=O)cc1OC was read as ERp5 block 11.6, RAD52 inh -6.9, esBAF inh -4.5, RAD54 branch -1.7, S100A4 inh HTS 1.0, ERAP1 inh -1.8, E-sel inducer 3.4 and Xi reactivation -0.1.
Screening COc1ccc(-c2nnc(N(C)C(=O)c3ccco3)s2)cc1OC returned ERp5 block -3.4, RAD52 inh -5.2, esBAF inh 9.9, RAD54 branch 8.2, S100A4 inh HTS -3.3, ERAP1 inh 1.8 and Xi reactivation 0.1.
`O=C(C1CC1)N1CC(=O)N2[C@@H](CO)[C@@H](c3ccc(C#CC4CCCC4)cc3)[C@@H]2C1` gave ERp5 block 2.4, RAD52 inh 5.0, S100A4 inh HTS 6.0, ERAP1 inh -1.6, E-sel inducer 0.1 and Xi reactivation 0.2.
Screening COC(=O)N1[C@H](C)C=C[C@]1(Cc1ccccc1)C(=O)OC returned ERp5 block 2.9, RAD52 inh -9.5, esBAF inh 3.7, RAD54 branch 2.1, S100A4 inh HTS 19.2, E-sel inducer -0.3 and Xi reactivation -0.1.
O=C(NCCc1ccncc1)[C@H]1[C@H](CO)[C@H]2Cn3c(ccc(-c4cccnc4)c3=O)[C@H]2N1C(=O)C1CC1 was read as ERp5 block 2.7, RAD52 inh 4.9, esBAF inh -1.5, RAD54 branch 0.5, S100A4 inh HTS 5.0, ERAP1 inh -0.9, E-sel inducer -0.3 and Xi reactivation 0.0.
Cc1cc(=O)oc2c(C)c(OCC(=O)N3CCN(c4ccccc4)CC3)ccc12 was read as RAD52 inh 1.3, esBAF inh 2.1, RAD54 branch 3.0, S100A4 inh HTS -4.4, ERAP1 inh -0.3 and Xi reactivation 0.1.
`CC(O)c1cccc(NC(=O)C2CCCCC2)c1` (stereo unspecified) gave ERp5 block 7.5, RAD52 inh -7.9, esBAF inh 7.7, RAD54 branch 6.7, S100A4 inh HTS -0.2, ERAP1 inh 0.2 and Xi reactivation 0.0.
Cc1ccc(NC(=S)N(CCCN2CCCC2)Cc2cccn2Cc2ccc(Cl)cc2)cc1C was read as ERp5 block 6.8, RAD52 inh 1.8, esBAF inh -22.5, S100A4 inh HTS -4.6, ERAP1 inh -1.1 and Xi reactivation 6.2.
Screening Cc1ccc(S(=O)(=O)Nc2ccc3c(c2)CC(=O)N([C@@H](C)CO)C[C@H](C)[C@@H](CN(C)C(=O)Nc2ccccc2)O3)cc1 returned ERp5 block 2.8, RAD52 inh -0.7, esBAF inh 7.6, RAD54 branch -27.2, S100A4 inh HTS -0.6, ERAP1 inh -3.7 and Xi reactivation -0.9.
`C=CCSc1nc2c(c(=O)[nH]c(=O)n2C)n1Cc1ccc(C)cc1` gave ERp5 block 0.6, RAD52 inh -2.7, esBAF inh 6.2, RAD54 branch 4.3, S100A4 inh HTS 3.7, ERAP1 inh 8.8, E-sel inducer 2.4 and Xi reactivation 0.0.
For O=C(O)C1(P(=O)(c2ccc(Cl)cc2)c2ccc(Cl)cc2)CCCC1 the results were ERp5 block 2.8, RAD52 inh -9.6, S100A4 inh HTS -9.2, ERAP1 inh 10.9, E-sel inducer -2.1 and Xi reactivation 0.2.
`CC(C)COc1ccc(CN=C(N)N=C(N)N)cc1Cl` gave ERp5 block 0.2, RAD52 inh 39.0, esBAF inh -1.6, RAD54 branch 9.8, S100A4 inh HTS -0.8, ERAP1 inh 3.9 and Xi reactivation -0.1.
CN(C)S(=O)(=O)c1cc(NC(=O)CNCCN2CCOCC2)ccc1Cl was read as ERp5 block 0.8, RAD52 inh -20.0, esBAF inh -2.1, RAD54 branch -4.2, S100A4 inh HTS -5.2, ERAP1 inh -7.5 and Xi reactivation -0.1.
Screening Cc1cc(C)c(NC(=O)COC(=O)CCc2ccc(S(=O)(=O)N3CCCCC3)cc2)c(C)c1 returned ERp5 block 4.6, RAD52 inh -14.0, S100A4 inh HTS -2.0, ERAP1 inh 0.9 and Xi reactivation 0.0.
`O=C1C=C(N2CCCCCC2)C(=O)N1c1ccc(Cl)cc1` gave ERp5 block -0.6, RAD52 inh -16.0, esBAF inh inconclusive, RAD54 branch -16.2, S100A4 inh HTS -5.0, ERAP1 inh 1.5 and Xi reactivation 0.0.
Screening COc1cc(C=O)ccc1OC(=O)c1ccncc1 returned ERp5 block -3.0, RAD52 inh 3.2, S100A4 inh HTS 6.3, ERAP1 inh -2.8, E-sel inducer -0.1 and Xi reactivation 0.0.
`O=S(=O)(c1c(F)cccc1F)C1CCN(S(=O)(=O)c2ccc3c(c2)OCCO3)CC1` gave ERp5 block 7.6, RAD52 inh -6.5, esBAF inh 5.6, RAD54 branch 7.2, S100A4 inh HTS 5.3, ERAP1 inh 2.4, E-sel inducer 0.0 and Xi reactivation 0.6.
For Cn1c(=O)n(C)c2cc([N+](=O)[O-])c(N3CCN(C(=O)c4ccc(Cl)cc4)CC3)cc21 the results were ERp5 block 8.1, RAD52 inh 5.5, S100A4 inh HTS -0.5 and ERAP1 inh 2.4.
`CC(C)CCNC(=O)C(=O)Nc1ccccc1` gave ERp5 block 3.2, RAD52 inh -0.9, esBAF inh inconclusive, RAD54 branch -1.0, S100A4 inh HTS -1.6, ERAP1 inh -0.5 and Xi reactivation 0.1.
Cc1coc2c1c(C)cc1oc(=O)c(CC(=O)NCC(=O)N[C@H](C(=O)O)C(C)C)c(C)c12 was read as ERp5 block 1.0, RAD52 inh -15.5, esBAF inh 0.2, RAD54 branch -18.4, S100A4 inh HTS -0.5, ERAP1 inh 11.0, E-sel inducer -0.2 and Xi reactivation 0.1.
`NS(=O)(=O)c1ccc(CCNC(=O)CSc2ccc(Cl)cc2Cl)cc1` gave ERp5 block 10.1, RAD52 inh -42.8, S100A4 inh HTS -3.4, ERAP1 inh -4.2 and Xi reactivation -0.2.
For CC(=O)c1ccccc1OC(=O)c1c(F)cccc1F the results were ERp5 block 1.7, RAD52 inh -9.2, S100A4 inh HTS -28.7, ERAP1 inh 0.7, E-sel inducer 0.4 and Xi reactivation -0.1.
For COC(=O)[C@@]12C[C@@H](CC(=O)NCC34CC5CC(CC(C5)C3)C4)C(=O)N(CCc3ccc(OC)c(OC)c3)C1=CCC(C)(C)C2 the results were ERp5 block -2.9, RAD52 inh -12.4, S100A4 inh HTS -4.2, E-sel inducer 4.3 and Xi reactivation 0.1.
Screening COc1ccccc1NC(=O)C1CCCN(S(=O)(=O)c2ccc3[nH]c(=O)ccc3c2)C1 (stereo unspecified) returned ERp5 block -1.0, RAD52 inh -22.2, esBAF inh -0.1, RAD54 branch 2.1, S100A4 inh HTS 3.6, ERAP1 inh -0.5 and Xi reactivation 0.3.
For CCNC(=O)C[C@H]1CC[C@@H]2[C@H](COc3ccc(NC(=O)c4cccc(C(F)(F)F)c4)cc3C(=O)N2C)O1 the results were esBAF inh 0.6, RAD54 branch 1.7, E-sel inducer -0.1 and Xi reactivation 0.2.
C[C@H](O)C#Cc1cnc2c(c1)C(=O)N([C@H](C)CO)C[C@H](C)[C@H](CN(C)C(=O)Cc1ccncc1)O2 was read as ERp5 block 1.8, RAD52 inh -11.7, esBAF inh -3.2, RAD54 branch 4.8, S100A4 inh HTS -28.4, ERAP1 inh -3.9, E-sel inducer 1.4 and Xi reactivation 0.4.
Cc1ccc(N2C(=O)C3C(c4ccccc4)N4CCCN4C3(C)C2=O)cc1 (stereo unspecified) was read as ERp5 block -0.4, RAD52 inh -9.8, S100A4 inh HTS -4.2, ERAP1 inh -1.0 and Xi reactivation 0.2.
`Cc1nc2ccc(C(=O)N/N=C/c3cc([N+](=O)[O-])ccc3O)cc2[nH]1` gave ERp5 block 4.9, RAD52 inh -12.6, RAD54 branch -6.3, S100A4 inh HTS 3.6, ERAP1 inh -0.2, E-sel inducer -0.2 and Xi reactivation 0.1.
Screening O=C(/C=C/c1ccc2c(c1)OCO2)NCc1ccncc1 returned ERp5 block -3.2, RAD52 inh -15.1, esBAF inh inconclusive, RAD54 branch -1.5, S100A4 inh HTS 1.6, ERAP1 inh -2.4, E-sel inducer 0.6 and Xi reactivation 0.0.
For OCC[C@@H]1C[C@@H](O)[C@H](O)[C@]2(CCc3ccccc3O2)O1 the results were ERp5 block 2.3, RAD52 inh -16.4, esBAF inh -4.9, RAD54 branch 3.7, S100A4 inh HTS 6.9, ERAP1 inh -3.7, E-sel inducer -0.1 and Xi reactivation 0.1.
`C[C@H]1CCCCO[C@H](CN(C)C(=O)Nc2ccccc2)[C@@H](C)CN([C@@H](C)CO)C(=O)c2cc(NS(=O)(=O)c3ccccc3)ccc2O1` gave ERp5 block 0.9, RAD52 inh -37.1, esBAF inh -0.3, RAD54 branch -5.7, S100A4 inh HTS -22.7, ERAP1 inh 0.5 and Xi reactivation 0.1.
`COc1ccc(-c2ccc3oc(-c4ccsc4)cc(=O)c3c2)cc1F` gave ERp5 block 11.9, RAD52 inh -17.8, esBAF inh 45.1*, RAD54 branch -6.6, S100A4 inh HTS 1.8, ERAP1 inh 10.0, E-sel inducer 0.0 and Xi reactivation 0.0.
For O=C(CC(c1ccccc1)c1ccccc1O)NCCc1ccccc1 (stereo unspecified) the results were ERp5 block 1.5, RAD52 inh -12.3, esBAF inh -0.6, RAD54 branch 2.4, S100A4 inh HTS -2.0, ERAP1 inh -2.7 and Xi reactivation 0.2.
O=S(=O)(NCc1c(Cl)cccc1Oc1ccccc1)c1ccccc1 was read as ERp5 block 0.9, RAD52 inh -5.9, esBAF inh -0.1, RAD54 branch -0.7, S100A4 inh HTS -3.7, ERAP1 inh 0.5, E-sel inducer 0.1 and Xi reactivation -0.1.
